# Assay outcomes deposited in PubChem BioAssay by National Center for Advancing Translational Sciences (NCATS).
# RXFP1 antagonist – RXFP1 (human) relaxin receptor antagonism; Q9HBX9; HEK293-RXFP1, relaxin-stimulated cAMP HTRF, 30 min; active compounds read low; activity change, negative = inhibition, % at 57.5 µM; actives 0.59% (n = 350,000); AID 1259400;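 active = activity change of -60% or lower, but not beyond a set lower limit; inconclusive = change between -60% and -40%, or beyond the set limit; inactive = change above -40%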; note: % is set by controls: 0 for no effect and ±100 for the full control effect
# D1 agonist – activates the human D1 dopamine receptor; actives 1% (n = 360,000); AID 504660; activation, % at 2 µM; HEK293 T-REx D1 cells, calcium flux, agonist mode; in the data active = activation above about 30%; note: 0% is about no effect
#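 Tetracycline-induced HEK293 TREx D1 cells, force-coupled to calcium signalling, were dye-loaded with a no-wash calcium kit. Compound was pin-added after a 10 s baseline. Fluorescence was read kinetically at 1 cycle/s for 180 s, with calcium rises flagged as agonism.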
# Vif-A3G inh – blocks the Vif interaction with human APOBEC3G | HeLa A3G-eYFP + Vif (tagged APOBEC3G with the HIV-1 protein that degrades it), YFP fluorescence, overnight | actives 0.076% (n = 410,000) | Q9HC16 | Potency, µM (doses to about 46.1 µM), inactives show at the highest dose activity, negative = active, actives largely listed as inhibitors;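 note: potency is the fitted concentration of half-maximal effect; % is set by controls: 0 for no effect and ±100 for the full control effect; nearly all actives have a fitted effect of over 60% in size; hits raise eYFP signal because A3G escapes Vif-driven loss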
# Target sequence (Q9HC16 whole entry, looked up): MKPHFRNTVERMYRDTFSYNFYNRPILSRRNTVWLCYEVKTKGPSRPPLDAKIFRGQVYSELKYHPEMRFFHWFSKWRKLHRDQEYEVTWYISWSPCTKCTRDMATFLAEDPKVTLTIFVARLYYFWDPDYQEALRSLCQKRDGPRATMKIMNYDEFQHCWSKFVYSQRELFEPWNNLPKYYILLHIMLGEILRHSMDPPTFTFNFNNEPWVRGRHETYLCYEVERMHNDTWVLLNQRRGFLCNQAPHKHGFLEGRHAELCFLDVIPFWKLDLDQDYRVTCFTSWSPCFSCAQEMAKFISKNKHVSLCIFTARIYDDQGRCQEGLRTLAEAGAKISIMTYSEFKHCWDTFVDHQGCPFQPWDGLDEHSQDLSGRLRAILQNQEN
#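 Read-out is eYFP fluorescence (Ex 488/Em 500-530) from Vif-expressing HeLa A3G-eYFP cells; more signal means A3G escaped Vif-mediated degradation. Cells plated overnight, compound pinned in, incubated overnight at 37 deg C.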
# D1 potentiator – human D1 dopamine receptor positive modulation | P21728 | HEK293 TREx D1 cells, calcium flux, dopamine EC20 potentiation | potentiation, % at 10 µM | actives 0.036% (n = 360,000) | AID 504651; in the data active = potentiation above about 30%; note: 0% is about no effect
# Vif-A3F inh – Vif-A3F binding inhibition | actives 0.2% (n = 390,000) | Potency, µM (titrated, usually from 46.1 µM), for the others: top-dose activity, negative = active | AID 602313 | HeLa A3F-eYFP + Vif (tagged APOBEC3F with the HIV-1 protein that degrades it), YFP fluorescence increase; note: potency is the fitted concentration of half-maximal effect; % of control where 0% means no effect; nearly all actives have a fitted effect of over 65% in size
#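 HeLa cells stably expressing A3F-eYFP plus Vif, plated and incubated overnight at 37 deg C, then exposed to compounds overnight at 37 deg C. Blocked degradation read as raised yellow fluorescence (Ex 488/Em 500-530).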
# Glioma ERSR ind – inducers of ER stress response in human glioma cells | Potency, µM, inactives show top-dose activation, actives largely listed as activators | U87-MG GRP78 promoter luciferase reporter, 16 h | AID 602332 | actives 0.02% (n = 420,000); note: potency is the fitted concentration of half-maximal effect; series mostly up to about 76 µM; % of control where 0% means no effect; nearly all actives have a fitted effect of over 35% in size
#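 Stably transfected U87-MG human glioma cells carrying a GRP78-based luminescent sensor were seeded at 1000 cells/well, pin-dosed with compounds and incubated 16 h. Luciferase reagent was then added, and end-point luminescence was read after 10 min at room temperature.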
# RXFP1 ag – activates the human relaxin receptor RXFP1 | Q9HBX9 | HEK293T-RXFP1 cAMP TR-FRET, 30 min; response scale: percent of porcine relaxin response, buffer zero | Potency, µM (doses to about 57.5 µM), without a hit: at the top dose activation, usual class: activators | actives 0.3% (n = 370,000) | AID 2676; note: potency is the fitted concentration of half-maximal effect; % is set by controls: 0 for no effect and ±100 for the full control effect; nearly all actives have a fitted effect of over 60% in size; many of its hits are not listed in these tables
#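 HEK293T cells stably expressing RXFP1 were pretreated with the PDE4 inhibitor Ro 20174, exposed to compounds for 30 min at 37C, lysed, and cAMP was read by TR-FRET. Data normalized to buffer (basal) and 29 nM porcine relaxin (100%).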
# D2 potentiator – D2 dopamine receptor (human) potentiation. HEK293 T-REx D2, calcium flux, EC20 dopamine potentiation. potentiation, % at 10 µM. actives 0.34% (n = 340,000);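 active = potentiation over 3 SD above the plate norm, cut at about 30% in these data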; note: 0% is about no effect
# Target sequence (P14416 whole entry, looked up): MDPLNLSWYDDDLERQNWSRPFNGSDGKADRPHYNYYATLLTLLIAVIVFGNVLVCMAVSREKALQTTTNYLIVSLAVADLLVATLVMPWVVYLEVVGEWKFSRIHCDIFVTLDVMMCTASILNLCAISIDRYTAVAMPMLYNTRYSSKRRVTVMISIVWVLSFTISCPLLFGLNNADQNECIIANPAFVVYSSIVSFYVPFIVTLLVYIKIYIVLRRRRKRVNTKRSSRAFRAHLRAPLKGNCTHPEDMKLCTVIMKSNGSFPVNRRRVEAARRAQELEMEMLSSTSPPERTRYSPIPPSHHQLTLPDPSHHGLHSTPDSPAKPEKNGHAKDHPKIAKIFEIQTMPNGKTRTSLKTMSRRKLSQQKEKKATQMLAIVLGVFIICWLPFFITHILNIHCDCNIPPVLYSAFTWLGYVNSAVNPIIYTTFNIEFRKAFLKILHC
#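 Cells plated with tetracycline inducer and held overnight at 30 C; calcium dye loaded 30–90 min at room temperature; baseline taken, compound added and read 180 s; EC20 dopamine then added and read 180 s.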
# D1 antagonist – antagonists of human D1 dopamine receptor; P21728; HEK293 TREx D1 cells, calcium flux, dopamine EC80; active compounds read low; activity change, negative = inhibition, % at 10 µM; actives 3.2% (n = 360,000); in the data active = activity change below about -30%; note: % is set by controls: 0 for no effect and ±100 for the full control effect
#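 Kinetic fluorescence of a calcium dye serves as the read-out. D1-expressing Hek293 Trex cells, induced overnight at 30 C, are exposed to compound for 180 s before an EC80 dopamine addition, then read 180 s further.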
# The depositor's hits bear a star; ? = inconclusive; . = no result given; & = joins results of further samples. Unless noted, calls come from the whole dose curve; as a rule, active = well fitted curve in the direction sought with a large enough effect; inconclusive = small, poorly fitted or top-dose-only effect, or another doubt; inactive = no such curve, though single readings can be large; an effect the other way counts as inactive or inconclusive. This is a subset; rates above refer to the full screens.
nr	smiles	RXFP1 antagonist	D1 agonist	Vif-A3G inh	D1 potentiator	Vif-A3F inh	Glioma ERSR ind	RXFP1 ag	D2 potentiator	D1 antagonist
1	O=[N+]([O-])c1cc(F)cc(F)c1Nc1ccc(F)cc1	0	.	1%	.	-3%	-1%	.	.	.
2	COc1ccc(-c2cc(-c3nnc(COC(=O)CC4CCCC4)o3)c3ccccc3n2)cc1OC	-3	1	-7%	1	-5%	2%	20%	-4	5
3	CCc1ccccc1NC1Nc2cc(C)nn2S1 (centres undefined)	-8	2	-3%	0	-20%	-3%	3.0%	56*	-10
4	COC(=O)[C@@H](Cc1ccccc1)NC(=O)NCCc1c[nH]c2ccccc12	-3	6	0%	4	-2%	2%	-0.2%	-4	-1
5	CCOC(=O)c1c(N)n(C2CC(C)(C)NC(C)(C)C2)c2nc3ccccc3nc12	-17	1	-1%	-2	2%	-3%	3.4%	5	-3
6	O=C(O)CCC(=O)N1CCc2cc(S(=O)(=O)Nc3ccc4c(c3)OCCO4)ccc21	-10	3	2%	.	1%	-3%	2.8%	-17	10
7	CN(N)C(=S)Nc1ccc(F)cc1	-2	1	-1%	-2	1%	-2%	0.3%	-1	-4
8	CC(/C=C/c1ccccc1)=N/NC(=O)c1cnccn1	-4	2	-2%	-15	-15%	-1%	-0.3%	3	-8
9	COc1cccc(N=Nc2ccc(O)c3ncccc23)c1	-38	17	-1%	-4	-12%	4%	-4.7%	3	-21
10	O=C(O)CCNC1CCCCC1	9	1	5%	4	0%	-2%	1.5%	16	-12
11	O=C(COc1ccc(S(=O)(=O)N2CCOCC2)cc1)NCCN1CCOCC1	13	1	-3%	1	0%	-4%	0.2%	12	-2
12	Cc1cc(C(F)(F)F)nc(CCNC(=O)C2CCC(=O)N(Cc3cccc(F)c3)C2)n1 (centres undefined)	1	0	1%	-2	3%	-3%	0.2%	11	0
13	COc1ccc(CN2COc3ccc4c(-c5ccccc5)cc(=O)oc4c3C2)cc1OC	8	1	-1%	-2	-4%	-5%	5.0%	-24	-3
14	O=C(OCc1cccc2ccccc12)C1CC(=O)N(c2ccccc2)C1 (centres undefined)	-12	6	1%	-6	1%	-3%	2.1%	14	-27
15	NC(=O)c1nsc(C(=O)N(CC(=O)NC2CCCC2)c2ccc(F)c(Cl)c2)c1N	-65*	1	0%	-5	5%	0%	1.1%	-5	8
16	CC(C)(S)[C@@H](N)C(=O)O	.	3	-1%	-4	-2%	-3%&-2%	-1.6%	-9	-11
17	CCc1c(C(C)O)oc2ccc3c(C)cc(=O)oc3c12 (centres undefined)	.	-1	.	-5	.	.	1.2%	3	-15
18	COc1ccc(OC)c(NC(=O)CSc2nc(-c3ccccc3)cc(=O)[nH]2)c1	6	0	-3%	-7	-3%	1%	1.4%	4	0
19	O=C(Nc1ccc2nc(-c3ccccc3)oc2c1)c1ccco1	-29	1	1%	2	1%	4%	-1.8%	-2	-1
20	COc1cc(C2C(C(C)=O)=C(O)C(=O)N2c2ccc(Br)cn2)ccc1O (centres undefined)	-6	0	0%	-1	-5%	-5%	-0.1%	3	-4
21	COc1cccc(C(=O)NC(=S)Nc2ccc3oc(=O)ccc3c2)c1	-8	5	-2%	-2	0%	-5%	0.3%	-5	-3
22	CCCNC(=O)C1=C(C)C(=O)OC12CCC(C)CC2 (centres undefined)	2	1	7%	2	-8%	1%	1.2%	15	0
23	Cc1noc(C)c1S(=O)(=O)N1CCN(c2ccc(Cl)cc2)CC1	-9	0	1%	1	0%	-7%	-1.0%	.	1
24	Cc1ccc2c(c1)N(CC(=O)N1CCN(C3CCCCC3)CC1)C(=O)CO2	-3	-1	2%	-1	-10%	-7%	0.7%	.	4
25	Cn1c(-c2ccc3c(c2)OCO3)cc(=O)c2ccccc21	.	1	-3%	-2	-6%	-1%&-3%	1.2%	-1	-3
26	COc1ccc(C2=NS(=O)(=O)N(C)C(C(=O)N3CCCCC3)=C2)cc1OC	5	3	0%	-2	3%	-4%	13%	3	-10
27	CC(C)CCC1(CCNC(=O)c2cccs2)CCOC(C)(C)C1 (centres undefined)	-11	7	-1%	-2	-25%	-8%	2.1%	-12	-14
28	C=CCNC(=O)c1ccccc1NC(=O)c1ccccc1	-17	2	-2%	-6	0%	-1%	0.7%	-3	-1
29	Cc1cc(C(=O)Nc2nnc(-c3ccccc3)s2)no1	1	1	-8%	1	.	?	-1.3%	8	7
30	O=C(Cn1c(=O)c(=O)n(Cc2ccccc2)c2ccc(Cl)cc21)Nc1ccc(F)cc1F	-9	-1	?	-1	?	11%	4.4%	6	.
31	Cc1ccc(/C=N/NC(=O)CN2CCN(Cc3ccccc3)CC2)s1	-8	0	-8%	-11	-1%	-4%	-0.4%	-8	0
32	Cc1ccc(S(=O)(=O)NCCC(=O)NCCN2CCCCCC2)cc1	-4	1	0%	0	-2%	-2%	-0.6%	2	7
33	O=C(CNC(=O)N1CC(=O)Nc2ccccc21)Nc1ccccc1F	3	4	1%	-3	5%	8%	2.1%	-3	1
34	Cc1ccc(NC(=O)C(C)SCc2ccccc2)cc1 (centres undefined)	12	2	-2%	0	0%	2%	1.0%	1	6
35	O=C(Nc1ccc(S(=O)(=O)NCCc2ccccc2)cc1)c1ccncc1	6	2	-3%	-8	1%	11%	0.6%	1	2
36	CC1CCc2noc(NC(=O)c3ccccc3[N+](=O)[O-])c2C1 (centres undefined)	-4	-1	0%	0	-3%	0%	-2.3%	14	-4
37	COc1ccccc1NC(=O)c1sc2nc(C)c(C(=O)Nc3ccc(C)cc3C)c(-c3ccc(Br)cc3)c2c1N	-4	12	2%	1	-4%	-3%	23%	-2	-15
38	Cc1ccc(-c2nc3ccc(Br)cn3c2Nc2ccc3c(c2)OCO3)o1	-19	0	2%	0	-2%	-1%	2.3%	0	-8
39	Cc1nnc(SC(C)C(=O)Nc2ccc(S(=O)(=O)NC3CCCCC3)cc2)s1 (centres undefined)	9	12	0%	-2	-6%	0%	-1.4%	3	-35*
40	Cc1nc(S(=O)(=O)Cc2ccccc2Cl)nc2c1CCC2	-5	3	1%	4	1%	0%	5.3%	2	4
41	Clc1cccc(Cl)c1COn1nnc2ccccc21	-16	1	?	-1	-7%	1%	1.2%	-8	5
42	COc1ccc(C2/C(=C(/O)c3ccc(OC(C)C)cc3)C(=O)C(=O)N2CCCN2CCOCC2)cc1 (centres undefined)	-21	1	-4%	0	2%	-3%	3.9%	1	-8
43	Nc1c(C(=O)Nn2cnnc2)cc([N+](=O)[O-])cc1[N+](=O)[O-]	.	3	.	1	.	.	0.7%	-3	5
44	CCOC(=O)C1CCCN(C(=O)C(=O)c2cn(CC(=O)N3CCOCC3)c3ccccc23)C1 (centres undefined)	-12	2	-1%	-4	-8%	-6%	-2.4%	-5	-3
45	Cc1[nH]c2ccccc2c1C(=O)CN1CCN(c2ccc(Cl)cc2)CC1	-16	5	0%	-9	1%	-5%	3.6%	.	-25
46	CCOC(=O)N1CCN(CC(O)c2ccccc2)CC1 (centres undefined)	-4	5	-10%	6	9%	-2%	1.2%	-2	-15
47	COc1ccc(CNC(=O)c2cc(-c3ccc(OC)c(OC)c3)on2)cc1	-7	-4	3%	-4	-9%	-4%	-0.1%	-27	-4
48	COc1ccc(C)cc1NC(=O)C(c1ccccc1)N1CCN(CC(=O)N2CCOCC2)CC1 (centres undefined)	-20	7	-2%	-7	1%	-2%	0.7%	10	-11
49	Cc1ccc2c(c1)nnn2C1CCN(C(=O)NCc2ccccc2)CC1	?	2	2%	0	-28%	-1%	-1.6%	1	13
50	C[C@H](CO)N1C[C@H](C)[C@H](CN(C)C(=O)Nc2ccc(C(C)(C)C)cc2)OCc2cnnn2CCCC1=O	5	.	-4%	.	1%	-4%	.	.	.

# In the list so far, 3 have a nitro group on carbon:
nr	smiles	RXFP1 antagonist	D1 agonist	Vif-A3G inh	D1 potentiator	Vif-A3F inh	Glioma ERSR ind	RXFP1 ag	D2 potentiator	D1 antagonist
1	O=[N+]([O-])c1cc(F)cc(F)c1Nc1ccc(F)cc1	0	.	1%	.	-3%	-1%	.	.	.
36	CC1CCc2noc(NC(=O)c3ccccc3[N+](=O)[O-])c2C1 (centres undefined)	-4	-1	0%	0	-3%	0%	-2.3%	14	-4
43	Nc1c(C(=O)Nn2cnnc2)cc([N+](=O)[O-])cc1[N+](=O)[O-]	.	3	.	1	.	.	0.7%	-3	5

# The listing continues.
nr	smiles	RXFP1 antagonist	D1 agonist	Vif-A3G inh	D1 potentiator	Vif-A3F inh	Glioma ERSR ind	RXFP1 ag	D2 potentiator	D1 antagonist
51	O=C(COC(=O)COc1ccccc1)NC1CCCC1	5	4	3%	.	0%	-1%	0.5%	6	-12
52	O=C(Cn1c(=O)n(-c2ccc(Cl)cc2)c(=O)c2c3c(sc21)CCC3)c1ccccc1	-4	0	2%	2	1%	-4%	0.1%	-2	-1
53	COc1ccccc1Oc1nnnn1-c1ccc(C(N)=O)cc1	6	1	0%	3	-4%	-5%	-1.2%	1	-11
54	Cc1ccc(OCC(O)CN2CCN(CCO)CC2)c(C)c1 (centres undefined)	0	-2	2%	-1	0%	-5%	0.3%	-1	-28
55	O=C(C(=O)N1CCN(c2cccc(Cl)c2)CC1)N1CCCCC1	-3	1	3%	9	3%	-3%	-0.3%	-7	.
56	CCCC(C)c1nc(C(N)=O)c2[nH]c(=O)n(-c3ccc(OC)cc3OC)c2n1 (centres undefined)	3	9	-1%	-1	-1%	-7%	1.4%	-1	20
57	CCOC(=O)C1CCCN(C(=O)c2cc(S(=O)(=O)N3CCCCC3)ccc2Cl)C1 (centres undefined)	-1	7	3%	1	-12%	-4%	1.9%	-8	-20
58	COc1cccc(CNC(=O)CSc2nnc3c(n2)[nH]c2ccc(OC)cc23)c1	-5	0	-1%	-3	1%	-2%	-0.6%	.	40
59	CCOc1ccc(Nc2nc(N)c(C(=O)c3ccccc3Cl)s2)cc1	-22	9	-17%	3	6%	-7%	25µM*	2	81
60	CC(=O)Nc1cc2nn(-c3ccccc3)nc2cc1Cl	-4	1	-2%	-1	3%	-2%	2.9%	8	-2
